# Screening data (PubChem)
# Dicer inh – inhibitors of human Dicer processing of pre-microRNA; cat-ELCCA pre-miR-21 Dicer processing, chemiluminescence; hits give high values; hit rate 6% among 47,000; Q9UPY3; z-score at 25 µM; AID 1347074; in the data active = z-score above about 3, passing the limit was not always enough;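 note: plate controls were vehicle for no effect and no enzyme for full effect; higher signal means more uncleaved substrate so more Dicer inhibition; strong numbers were not always called active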
# Target sequence (Q9UPY3 whole entry, looked up): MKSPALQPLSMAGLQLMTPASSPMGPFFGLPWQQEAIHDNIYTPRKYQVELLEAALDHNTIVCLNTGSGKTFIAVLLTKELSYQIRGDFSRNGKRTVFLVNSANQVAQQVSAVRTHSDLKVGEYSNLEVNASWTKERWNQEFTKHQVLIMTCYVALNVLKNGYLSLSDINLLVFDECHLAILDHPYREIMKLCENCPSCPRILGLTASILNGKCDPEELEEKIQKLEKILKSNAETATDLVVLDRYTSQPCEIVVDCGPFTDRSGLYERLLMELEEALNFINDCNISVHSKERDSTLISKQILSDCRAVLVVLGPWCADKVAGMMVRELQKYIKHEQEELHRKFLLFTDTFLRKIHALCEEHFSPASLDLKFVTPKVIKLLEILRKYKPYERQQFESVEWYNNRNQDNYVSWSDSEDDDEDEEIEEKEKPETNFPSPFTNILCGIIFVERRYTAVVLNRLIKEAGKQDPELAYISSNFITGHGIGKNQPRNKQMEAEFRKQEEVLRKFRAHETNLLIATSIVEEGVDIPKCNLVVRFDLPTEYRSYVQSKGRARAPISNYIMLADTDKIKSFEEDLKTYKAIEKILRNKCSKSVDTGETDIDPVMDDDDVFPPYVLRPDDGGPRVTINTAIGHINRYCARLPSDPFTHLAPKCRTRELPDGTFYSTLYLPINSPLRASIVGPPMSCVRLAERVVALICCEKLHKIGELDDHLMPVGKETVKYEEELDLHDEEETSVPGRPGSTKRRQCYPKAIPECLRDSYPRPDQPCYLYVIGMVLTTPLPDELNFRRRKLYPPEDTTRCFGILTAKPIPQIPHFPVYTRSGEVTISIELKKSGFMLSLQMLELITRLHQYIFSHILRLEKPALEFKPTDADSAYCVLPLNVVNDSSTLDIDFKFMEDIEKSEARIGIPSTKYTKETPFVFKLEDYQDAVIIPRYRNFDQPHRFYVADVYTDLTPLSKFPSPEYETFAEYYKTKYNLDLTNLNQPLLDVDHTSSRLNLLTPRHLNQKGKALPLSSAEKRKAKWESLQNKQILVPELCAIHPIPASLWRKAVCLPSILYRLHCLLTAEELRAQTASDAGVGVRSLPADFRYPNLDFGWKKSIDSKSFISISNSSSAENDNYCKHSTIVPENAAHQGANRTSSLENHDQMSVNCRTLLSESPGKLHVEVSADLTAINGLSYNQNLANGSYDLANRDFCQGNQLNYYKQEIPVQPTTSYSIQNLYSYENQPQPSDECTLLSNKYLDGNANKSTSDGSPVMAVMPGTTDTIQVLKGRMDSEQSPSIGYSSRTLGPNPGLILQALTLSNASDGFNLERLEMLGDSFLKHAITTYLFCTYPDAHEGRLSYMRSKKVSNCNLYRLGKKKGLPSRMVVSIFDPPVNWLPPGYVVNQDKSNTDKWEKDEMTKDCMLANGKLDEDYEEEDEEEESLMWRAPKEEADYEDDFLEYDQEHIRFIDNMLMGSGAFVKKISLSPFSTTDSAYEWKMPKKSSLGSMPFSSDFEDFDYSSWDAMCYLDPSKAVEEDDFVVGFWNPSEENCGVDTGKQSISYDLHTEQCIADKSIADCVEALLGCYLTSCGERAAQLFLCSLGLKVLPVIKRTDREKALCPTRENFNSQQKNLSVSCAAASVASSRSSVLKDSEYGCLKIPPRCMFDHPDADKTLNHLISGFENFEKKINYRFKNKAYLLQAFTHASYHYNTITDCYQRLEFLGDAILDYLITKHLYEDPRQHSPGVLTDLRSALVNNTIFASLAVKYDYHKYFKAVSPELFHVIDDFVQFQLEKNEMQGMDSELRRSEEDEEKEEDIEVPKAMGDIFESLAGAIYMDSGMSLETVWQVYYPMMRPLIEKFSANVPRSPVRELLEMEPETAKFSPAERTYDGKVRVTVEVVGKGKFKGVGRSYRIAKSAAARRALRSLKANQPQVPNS
# The depositor's hits bear a star.
no.	SMILES	Dicer inh
1	OCCN1CCN(CC#CCC(c2ccccc2)c2ccccc2)CC1	0.71
2	Cc1cc(N2CCCCC2)n2c(nc3ccccc32)c1C#N	-0.79
3	CCOC(=O)[C@@H](N)CCSC	3
4	CCCN1C2=C(C(=O)CC(C)(C)C2)C(c2ccc(O)cc2)C2=C1CC(C)(C)CC2=O	-0.32
5	O=C1Nc2ccccc2/C1=C\c1ccccc1N1CCN(Cc2ccccc2)CC1	-0.17
6	Cc1nc(N2CCN(Cc3ccc4c(c3)OCO4)CC2)[nH]c(=O)c1CCC(C)C	3.7*
7	Cc1nc2ccccn2c1-c1csc(Nc2cccc(O)c2)n1	6.5*
8	COc1cccc(-c2nc(-c3ccncc3)no2)c1	0.57

# Filtered by structure: the compounds so far containing nitrogen in an aromatic ring.
no.	SMILES	Dicer inh
2	Cc1cc(N2CCCCC2)n2c(nc3ccccc32)c1C#N	-0.79
6	Cc1nc(N2CCN(Cc3ccc4c(c3)OCO4)CC2)[nH]c(=O)c1CCC(C)C	3.7*
7	Cc1nc2ccccn2c1-c1csc(Nc2cccc(O)c2)n1	6.5*
8	COc1cccc(-c2nc(-c3ccncc3)no2)c1	0.57

# More structures:
no.	SMILES	Dicer inh
9	CN(C)/C=C1\N=C(c2cccnc2Oc2ccc(Cl)cc2)OC1=O	19*
10	CC(C)C(=O)Nc1ncnc2nc[nH]c12	1.1
11	O=C(NCc1ccc(S(=O)(=O)NCCN2CCOCC2)s1)c1ccccc1	-0.59
12	CC(=O)Oc1ccc(C2C(C(=O)OC3CCCC3)=C(C)NC3=C2C(=O)CCC3)cc1 (configuration not stated)	0.4
13	O=S(=O)(c1ccc(F)cc1)N1CCc2[nH]c3ccc(F)cc3c2C1	-1.1
14	CC(C)(C)NC(=O)c1nn2c(c1Cl)NC(c1ccccc1)CC2C(F)(F)F (configuration not stated)	-1.9
15	CCSC1=C(C#N)C(c2ccc(Cl)cc2)C2=C(CCCC2=O)N1 (configuration not stated)	-0.93
16	CCOC(=O)Cn1cnc2c(oc3nc(-c4ccccc4)cc(-c4ccccc4)c32)c1=O	-1.6
17	COc1nc(-c2ccc(C)cc2)ccc1-c1noc(-c2ccco2)n1	0.45
18	O=C(O)c1nn2c(c1Br)NC(c1ccccc1)CC2C(F)(F)F (configuration not stated)	-0.34
19	C=CCN1C(=O)C2(/C(=C(/O)c3ccccc3)C(=O)C(=O)N2CCCN2CCOCC2)c2ccccc21 (configuration not stated)	3.5*
20	O=C1OC2(CCCCC2)OC1c1ccccc1 (configuration not stated)	3.8*
21	CCn1c(C)[n+](CC)c2ccc(C(=O)N(C)C)cc21	-0.42
22	O=C1NC(c2ccc(O)cc2)Nc2sc3c(c21)CCN(Cc1ccccc1)C3 (configuration not stated)	-0.48
23	Cn1c(=O)c2[nH]c(NCc3ccccc3Cl)nc2n(C)c1=O	-0.56
24	Cc1[nH]nc2c1C(c1ccc(OCc3ccccc3)cc1)C(C#N)=C(N)O2 (configuration not stated)	-5.5
25	O=C1CN(C(=O)c2ccccc2)C(=O)CN1C(=O)c1ccccc1	0.91
26	S=C1C=C(N2CCCCC2)CC(c2ccc(Cl)cc2)S1 (configuration not stated)	2.1
27	COC(=O)Cn1cc(C(=O)c2ccco2)c2ccccc21	-0.27
28	Cc1csc2ncnc(N/N=C/c3ccc(C(F)(F)F)cc3)c12	0
29	CCCC1=C(C(=O)OCC)C(c2ccc(O)cc2)n2c(nc3ccccc32)N1 (configuration not stated)	3.6*
30	CCSC1=C(C#N)C(c2ccc3c(c2)OCO3)CC(=O)N1 (configuration not stated)	-0.76
31	CC(=Nc1ccccc1)c1cccs1	0.47
32	Cc1ccc2c(C)nc(Nc3ncc4c(n3)CC(c3ccc(F)cc3)CC4=O)nc2c1 (configuration not stated)	2.6
33	CCc1ccc(C(=O)Nc2ncc(C)cc2Br)cc1	-2.7
34	Cc1ccc(-c2nnc3c4ccccc4c(C)nn23)cc1S(=O)(=O)N1CCC(C)CC1	5.5*
35	Nc1cc(=O)[nH]c(=O)n1-c1ccc(F)cc1F	0.39
36	O=C(Cn1nnc2ccccc21)c1ccc(Br)cc1	2.4
37	Cc1nc(-c2ccc(S(=O)(=O)N3CCCN(CCc4ccccc4)CC3)s2)cs1	0.6
38	O=C(NCc1ccc(S(=O)(=O)N2CCOCC2)s1)c1ccc(Cl)cc1	2.5
39	Cc1cc(C)n(-c2nnc3c(n2)[nH]c2ccccc23)n1	2.5
40	COC(=O)c1c(NC(=O)CN(c2ccccc2)S(=O)(=O)N(C)C)sc2c1CCCC2	-0.96
41	N#Cc1c(Nc2ccccc2C(F)(F)F)s[nH]c1=O	0.98
42	O=C1CC(CSc2nccc(-c3cccnc3)n2)=NN1c1ccc(Cl)cc1	6.1
43	COC(=O)C1=C(C)NC2=C(C(=O)CC(c3cccs3)C2)C1c1ccsc1 (configuration not stated)	-1.6
44	Cn1c(=O)c2c(nc(CN(Cc3ccccc3)Cc3ccccc3)n2CC(=O)C(C)(C)C)n(C)c1=O	-0.37
45	CCCS(=O)(=O)c1csc(C(=O)OC)c1-n1cccc1	-0.28
46	COc1cc(Cl)cc(C2NC(=O)c3c(sc4c3CCN(C)C4)N2)c1O (configuration not stated)	0.43
47	C#CCOC(=O)Nc1c(-c2ccccc2)noc1C	-0.04
48	CCOC(=O)c1sc(-c2ccccc2)nc1OC	1.7

# For reference, some entries already given.
no.	SMILES	Dicer inh
41	N#Cc1c(Nc2ccccc2C(F)(F)F)s[nH]c1=O	0.98
42	O=C1CC(CSc2nccc(-c3cccnc3)n2)=NN1c1ccc(Cl)cc1	6.1
43	COC(=O)C1=C(C)NC2=C(C(=O)CC(c3cccs3)C2)C1c1ccsc1 (configuration not stated)	-1.6

# (further entries)
item	mol	Dicer inh
49	O=C1c2cccc3cccc(c23)C(=O)N1CCNCCN1C(=O)c2cccc3cccc(c23)C1=O	1.2
50	Cc1ccc(O)c(C2=NN3C(C2)c2cc(Cl)ccc2OC3c2cccnc2)c1 (configuration not stated)	-0.6
51	Cc1ccccc1OCc1nc(C#N)c(N2CCCCC2)o1	0.69
52	O=S(=O)(C1=CC23CCCCC2(C=C(S(=O)(=O)c2ccc(Cl)cc2)C3)C1)c1ccc(Cl)cc1 (configuration not stated)	-0.82
53	Cc1c(N=CN(C(=O)C2CCCCC2)c2cccc([N+](=O)[O-])c2C)cccc1[N+](=O)[O-]	0.18
54	COC(=O)CN(C#N)c1nc(C)cc(OC)n1	-0.77
55	Cc1ccsc1CNC(=O)CCC(=O)O	-1.6
56	O=C(N/C=C/c1ccsc1)Nc1cc(C(F)(F)F)cc(C(F)(F)F)c1	0.88
57	CC(C)N=C(C(=O)NC(C)C)C(F)(F)F	0.51
58	COc1cc(SC)c(OC)cc1SC	0.64
59	CCCCCNC(=S)NNC(=O)OCC	-1.6
60	Cc1ccc(S(=O)(=O)NCCCc2ccccc2)c2nsnc12	8.5
61	Cc1noc(C)c1-c1nc(CSc2n[nH]c(=O)n2-c2cccnc2)no1	-0.12
62	CN(C)c1nc(Oc2ccc(OCc3ccccc3)nn2)nc(N(C)C)n1	0.62
63	O=S1(=O)CC(O)C(S(=O)(=O)Cc2cccc(C(F)(F)F)c2)C1 (configuration not stated)	1.2
64	CCCCCSc1nnc(N)s1	4.6*
65	COc1cccc(Cc2n[nH]c(=S)n2Cc2ccco2)c1	7.4
66	CCOC(=O)N1CCC(N/C=C(\C#N)S(=O)(=O)c2cccnc2)CC1	-1.7
67	O=c1oc(-c2ccccc2F)nc2ccccc12	-0.45
68	CCC1(CC)COC2(OC1)C(=O)Nc1ccccc12	1.2
69	CSc1ccccc1NC(=O)CSc1nc(-c2ccco2)cc(C(F)(F)F)n1	9.3
70	CCN(CC)CCOc1c(Br)ccc2c1sc1nc3n(c(=O)c12)CCC3	4.1*
71	COC(=O)CN1C(=O)C(O)(CC(=O)c2ccccc2)c2ccccc21 (configuration not stated)	-0.04
72	COc1cccc(/C=N/NC(=O)CC#N)c1OC	-1.9
73	CC(=O)Oc1ccc(C2C3=C(CC(C)(C)CC3=O)Nc3ccc4ccccc4c32)cc1 (configuration not stated)	0.32
74	COc1ccc(C2SCCN2S(=O)(=O)c2ccc(C)cc2)cc1 (configuration not stated)	-1.4
75	O=S(=O)(NCc1cc(F)cc2c1OCOC2)c1cc(S(=O)(=O)c2ccccc2)cs1	-1.5
76	Cc1nc(N2CCN(c3ccccc3)CC2)nc2c1C(=O)CC(C)C2 (configuration not stated)	0.21
77	CC1=C(C(=O)Nc2cccnc2)C(c2ccc(C(C)C)cc2)n2ncnc2N1 (configuration not stated)	1.5
78	CC(=O)Nc1c(C(C)(C)C)nn2c(C)cc(C(F)(F)F)nc12	0
79	CCCCCOC(=O)c1ccc(OC(=O)c2cncc(Br)c2)cc1	1.1
80	COC(=O)c1cccc(CSc2ncccc2C(=O)O)c1	0.21
81	O=C(Nc1cccnc1)c1cnn2c(C(F)F)cc(-c3ccccc3)nc12	0.83
82	CSc1cc(C(C)(C)C)nn1C(=O)c1ccc(Cl)cc1	-0.46
83	Fc1cccc(CN2CCN(Cc3ccco3)CC2)c1	3.5*
84	COC(=O)N(C)CCCC1(C)C(=O)N(C)c2ccc(O)cc21 (configuration not stated)	-0.27
85	CCCCCSc1nncc(=O)[nH]1	4.2*
86	CC(CCc1ccccc1)NCC(O)c1ccc(O)c(C(N)=O)c1 (configuration not stated)	-0.36
87	O=[N+]([O-])c1cc(S(=O)(=O)N2CCOCC2)ccc1N1CCOCC1	-2.3
88	Cc1ccc(C2/C(=C(\O)c3ccc(Br)cc3)C(=O)C(=O)N2CCCn2ccnc2)cc1 (configuration not stated)	0.52
89	NNC(=O)c1cc(COc2cc(Cl)cc(Cl)c2)on1	1.9
90	NCCCc1nc2cc3ccccc3cc2[nH]1	-0.3
91	NC(=O)C1CCN(C(=O)N2c3ccccc3Sc3ccccc32)CC1	2.2
92	Nc1nnc(SCC(=O)Nc2nncs2)s1	3.1*
93	CCCCNS(=O)(=O)c1cc(-c2nnc3c4ccccc4c(C)nn23)ccc1C	-0.21
94	COc1cc(C(CN2CCCCC2)c2nc(-c3ccccc3)nn(CN3CCCCC3)c2=O)cc(OC)c1OC (configuration not stated)	-0.79
95	O=C1C2ON(c3ccccc3)C(c3ccccc3O)C2C(=O)N1c1ccccc1 (configuration not stated)	0.25
96	COC(=O)C1=C(C)NC2=C(C(=O)CC(C)(C)C2)C1c1ccc(OC)cc1 (configuration not stated)	-1.1
97	CCOc1ccccc1C1C(C(=O)OCc2ccccc2)=C(C)NC2=C1C(=O)CC(C)(C)C2 (configuration not stated)	-0.36
98	CN(C)/C=N/S(=O)(=O)c1cc(Cl)c(Oc2ccc([N+](=O)[O-])cc2)c(Cl)c1	-0.86
99	COc1cccc(OCC(O)Cn2c(C)[n+](C)c3ccccc32)c1 (configuration not stated)	2.6
100	COc1ccc2c(c1)c(=O)oc1c(C)c(OCC(=O)OC(C)C)ccc12	0.76
101	Cn1c(=O)c2c(nc(N3CCCCCC3)n2Cc2ccccc2Cl)n(C)c1=O	-0.58
102	COc1cc(C2C(C(=O)OCc3ccccc3)=C(C)N=C3SCCC(=O)N32)ccc1OC(C)=O (configuration not stated)	2
103	Cc1ccc(S(=O)(=O)NNC(=S)NCc2ccccc2)cc1	-2.5
104	Cn1c(=O)c2[nH]c(N3CCN(Cc4ccccc4)CC3)nc2n(C)c1=O	2.1
105	O=C1Nc2ccc(S(=O)(=O)N(CCO)CCO)c3cccc1c23	0.3
106	CN1CCc2c(sc3c2C(=O)NC(/C=C\c2ccccc2)N3)C1 (configuration not stated)	1.4
107	Cc1ccc(CNC2(NC(=O)c3ccc(C(F)(F)F)cc3)C(=O)c3ccccc3C2=O)cc1	0.03
108	c1ccc(CSC2=NCCCN2C2CCCCC2)cc1	-0.36

# Structural class: the entries above containing a COOH group (three)
item	mol	Dicer inh
18	O=C(O)c1nn2c(c1Br)NC(c1ccccc1)CC2C(F)(F)F (configuration not stated)	-0.34
55	Cc1ccsc1CNC(=O)CCC(=O)O	-1.6
80	COC(=O)c1cccc(CSc2ncccc2C(=O)O)c1	0.21

# Filtered by structure: the entries above containing a nitro group on carbon
item	mol	Dicer inh
53	Cc1c(N=CN(C(=O)C2CCCCC2)c2cccc([N+](=O)[O-])c2C)cccc1[N+](=O)[O-]	0.18
87	O=[N+]([O-])c1cc(S(=O)(=O)N2CCOCC2)ccc1N1CCOCC1	-2.3
98	CN(C)/C=N/S(=O)(=O)c1cc(Cl)c(Oc2ccc([N+](=O)[O-])cc2)c(Cl)c1	-0.86

# Other results
item	mol	Dicer inh
109	O=C(c1nn2c(c1Br)NC(c1cccs1)CC2C(F)(F)F)N1CCOCC1 (configuration not stated)	0.93
110	Cc1nc(S(=O)(=O)NCc2ccc(-c3cccs3)cc2)cn1C	0.73
111	COc1cc(-c2nnc(SCC(=O)NC(=O)NCc3ccccc3)n2C)cc(OC)c1OC	0.66
112	CC(C)(C)NC(=O)c1cc(-c2cc(C(=O)NC(C)(C)C)c3ccccc3n2)nc2ccccc12	2.2
113	Cc1ccc(O)c(C(=O)c2cnc3cc(-c4ccccc4)nn3c2)c1	-1.6
114	CCOc1ccc(N2CCn3c2nc2c3c(=O)n(CC(=O)O)c(=O)n2C)cc1	1.7
115	Fc1cc2nc(-c3ccccc3)c(-c3ccccc3)nc2cc1Cl	35
116	Cc1cc(C)c(NC(=S)NN)c(C)c1	1.8
117	CCOC(=O)c1sc(Nc2cccc(Cl)c2)nc1C	-0.45
118	O=C1N=C(N2CCOCC2)S/C1=C(/C=C(\CC(=O)c1ccccc1)c1ccccc1)c1ccccc1	-1.6
119	Cc1onc(-c2c(Cl)cccc2Cl)c1NC(=O)NCc1c(N(C)C)cccc1N(C)C	2.5
120	CCN(CC)C(=O)c1c([N+](=O)[O-])cnn1C	-0.87
121	S=c1[nH]nc(Nc2ccccc2)s1	2.7
122	CCOCCOC(=O)C1=C(C)NC2=C(C(=O)CCC2)C1c1ccc(OC)c(Br)c1 (configuration not stated)	-0.34
123	O=C(Nc1nccs1)c1ccc2c(c1)OCO2	2.6
124	O=C(Nc1ccc(S(=O)(=O)Nc2nccs2)cc1)c1cncc(Br)c1	0.53
125	COC(=O)COc1c(C(=O)OC)sc2ccccc12	0.21
126	Cn1c(-c2ccccc2)cnc1NCc1ccccc1O	1.9
127	CC1CCc2c(sc3[nH]c(=O)n(-c4cccc(Cl)c4)c(=O)c23)C1 (configuration not stated)	0.48
128	COc1ccc(C(=O)/C=C/Sc2nccc(C)n2)cc1	0.42
129	Clc1ccc(C2=CSC3=NCCCN23)cc1	3.3
130	Cn1nnnc1SCCNCc1cccc(OCc2ccc(Cl)cc2)c1	0.65

# These rows are one share of the data (hit frequency here may not be typical).
